Pf Dd2 growth = P. falciparum Dd2 growth inhibition | SYBR Green, 72 h; hits give low values | activity change, % at 10 µM | hit rate 2.3% among 94,000; in the data active = activity change below about -80%
Tcruzi prolif = T. cruzi proliferation inhibition | T. cruzi beta-gal in NIH3T3, GalScreen luminescence, 90 h | inhibition, % at 8.34 µM | hit rate 5.9% among 77,000;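 active = mean inhibition above about 93%, with at least 55% of replicates each passing it, limit read from the data, passing the limit was not always enough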
C diff HTS = C. difficile growth inhibition | Clostridium difficile clinical isolate growth, OD600, 24 h; hits give low values | AID 1259249 | hit rate 0.25% among 86,000 | growth activity, negative = inhibition, % at 16 µg/mL (by protocol);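 active = mean growth activity at or below -80% and every replicate also at or below -80%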;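 also: 0% = DMSO wells and -100% = levofloxacin 16 µg/mL wells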
GASC1 inh = inhibitors of human demethylase GASC-1 KDM4C; Q9H3R0; GST-KDM4C 2-372, H3K9me3 peptide, LANCE TR-FRET; inhibition, % at 12.5 µM; hit rate 0.15% among 96,000; AID 720574;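 active = mean replicate inhibition above about 25%, with at least 55% of replicates also reaching it, limit read from the data, passing the limit was not always enough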
Target sequence (Q9H3R0 2-372 limits assumed): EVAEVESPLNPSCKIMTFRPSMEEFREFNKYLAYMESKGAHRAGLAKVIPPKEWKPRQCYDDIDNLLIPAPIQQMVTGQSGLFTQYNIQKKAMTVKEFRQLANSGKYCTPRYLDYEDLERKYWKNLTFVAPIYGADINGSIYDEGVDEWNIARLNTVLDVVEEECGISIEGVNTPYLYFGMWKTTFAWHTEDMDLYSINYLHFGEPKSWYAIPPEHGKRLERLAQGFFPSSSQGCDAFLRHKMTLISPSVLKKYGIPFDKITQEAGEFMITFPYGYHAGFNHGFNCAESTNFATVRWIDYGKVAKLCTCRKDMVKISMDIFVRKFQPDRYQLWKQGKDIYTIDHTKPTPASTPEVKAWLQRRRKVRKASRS
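Compound: one test concentration per compound; Material: GST-GASC-1 enzyme fragment 2-372; Amount: GASC-1 enzyme at 10 nM final in reaction; Also added: H3K9me3 peptide substrate, Fe(II), 2-oxoglutarate; Technique: LANCE TR-FRET; Times: 30 min demethylation and 1 h detection at room temperature.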
* marks the source's active call; other numbers are inactive results; · = no result given; & = joins results of further samples.

Structure | Pf Dd2 growth | Tcruzi prolif | C diff HTS | GASC1 inh
C[C@@H]1CN([C@@H](C)CO)C(=O)c2cc(NC(=O)CCC(F)(F)F)ccc2O[C@@H](C)CCCCO[C@H]1CN(C)C(=O)Nc1ccccc1 | · | · | 8 | -1.5
CCCC(=O)N1CC2(CN(C(=O)NC(C)C)C2)c2c([nH]c3cc(OC)ccc23)[C@@H]1CO | 17 | · | -11 | -0.2
O=C(NCC1CC1)[C@H]1[C@H](CO)[C@H]2Cn3c(cccc3=O)[C@H]2N1C(=O)Nc1ccccc1 | · | 40 | 3 | -3.9
C[C@@H]1CN([C@@H](C)CO)C(=O)c2cc(-c3ccc(F)cc3)cnc2O[C@@H]1CN(C)Cc1ccc(C(=O)O)cc1 | 17 | 38 | 8 | 4.7
COCC(=O)Nc1ccc2c(c1)OC[C@H](C)N(Cc1ccccn1)C[C@H](C)[C@@H](OC)CN(C)C2=O | 16 | 40 | · | 0.0
CCCNC(=O)N1[C@H](CO)[C@H](c2ccccc2)[C@@H]1CNC(C)=O | 8 | 17 | 9 | -1.4
COc1ccc(S(=O)(=O)Nc2cccc3c2O[C@@H](CN(C)C(=O)Nc2c(C)noc2C)[C@@H](C)CN([C@H](C)CO)C3=O)cc1 | 22 | 88 | -6 | -1.5
Cc1ccc(-c2cnc3c(c2)C(=O)N([C@H](C)CO)C[C@@H](C)[C@H](CN(C)C(=O)c2cccc(F)c2)O3)cc1 | -50 | · | 0 | 0.5
C[C@@H]1CN([C@@H](C)CO)C(=O)c2cc(-c3cccc(F)c3)cnc2O[C@@H]1CN(C)S(=O)(=O)c1cccc(F)c1 | -17 | 34 | · | -0.8
O=C(N[C@H]1CC[C@H](CCn2cc(-c3ccccn3)nn2)O[C@H]1CO)c1ccc(F)cc1 | -31 | -45 | · | 5.9
COc1ccc(NC(=O)N(C)C[C@H]2Oc3cc(C#CCN(C)C)ccc3S(=O)(=O)N([C@H](C)CO)C[C@@H]2C)cc1 | -2 | 83 | -4 | 2.3
COc1cccc(CNC(=O)C[C@@H]2CC[C@H](NC(=O)C3CCOCC3)[C@H](CO)O2)c1 | 4 | -21 | -6 | -2.0
O=C(C[C@H]1CC[C@H]2NC[C@@H](O)COC[C@@H]2O1)NCc1ccc(Oc2ccccc2)cc1 | 12 | -69 | -3&-6 | 1.5
CCCNC(=O)N(C)C[C@H]1Oc2ncc(C#C[C@@H](C)O)cc2C(=O)N([C@H](C)CO)C[C@H]1C | 33 | 21 | -2 | 1.5
O=C(Nc1cccc(F)c1)N1CC(=O)N2[C@H](C1)[C@H](c1ccc(C#CCC3CCCC3)cc1)[C@@H]2CO | -24 | · | 3 | 0.8
C[C@H]1CCCCO[C@H](CN(C)C(=O)Nc2cccc3ccccc23)[C@@H](C)CN([C@@H](C)CO)C(=O)c2cc(NC(=O)NC3CCCCC3)ccc2O1 | -18 | 99* | -6 | -0.8
COCC(=O)Nc1ccc2c(c1)[C@H]1C[C@@H](CC(=O)N(C)C)O[C@@H](CO)[C@H]1O2 | 27 | -2 | 1 | 3.3
COc1ccc(S(=O)(=O)Nc2ccc3c(c2)C(=O)N([C@H](C)CO)C[C@@H](C)[C@@H](CN(C)S(=O)(=O)c2cn(C)cn2)OCCCC[C@H](C)O3)cc1 | 20 | -71 | 3 | 0.1
COc1cccc(NC(=O)N[C@@H]2CC[C@@H](CC(=O)Nc3ccc(-c4ccccc4)cc3)O[C@H]2CO)c1 | -20 | -53 | · | 1.6
COc1ccc(CN(C)C[C@H]2Oc3ccc(NC(=O)CCCCCC(=O)Nc4ccccc4N)cc3CC(=O)N([C@H](C)CO)C[C@H]2C)cc1 | -39 | 24 | -17 | 0.8
CO[C@@H]1CN(C)C(=O)c2ccc(NS(=O)(=O)c3c(C)noc3C)cc2OC[C@@H](C)NC[C@@H]1C | 25 | · | -2 | 1.1
O=C(C[C@H]1C[C@H]2c3cc(NC(=O)Nc4ccccc4)ccc3O[C@H]2[C@H](CO)O1)NCC1CC1 | -7 | 43 | -2 | -3.3
CC(C)C#Cc1ccc2c(c1)O[C@@H](CN(C)C(=O)c1cccnc1)[C@@H](C)CN([C@@H](C)CO)S2(=O)=O | -37 | 47 | -2 | 3.1
C[C@@H]1CCCCO[C@@H](CN(C)S(=O)(=O)c2ccc(F)cc2)[C@H](C)CN([C@H](C)CO)C(=O)c2cc(NC(=O)Nc3ccc(F)cc3)ccc2O1 | -82* | 100* | 7 | -1.5
CO[C@@H]1CN(C)C(=O)c2cc(NC(=O)c3cnccn3)ccc2OC[C@H](C)N(C(=O)C2CC2)C[C@H]1C | 27 | 47 | 12 | -2.4
CN(C)CC(=O)N[C@@H]1CC[C@@H](CCNC(=O)Nc2ccc(C(F)(F)F)cc2)O[C@@H]1CO | 8 | -43 | -100* | 6.0
CN1C(=O)c2cc(NC(=O)c3cccc(F)c3)ccc2OC[C@@H]2O[C@@H](CC(=O)NCC3CCCCC3)CC[C@@H]21 | · | 85 | 30 | -1.9
CCCN(C)C[C@@H]1OCCCC[C@@H](C)Oc2ccc(NC(=O)Nc3ccccc3)cc2C(=O)N([C@H](C)CO)C[C@@H]1C | 10 | 90 | 7 | 1.2
Cc1ccc(CN(C)C[C@H]2OCc3cnnn3CCCC(=O)N([C@@H](C)CO)C[C@@H]2C)cc1 | 9 | 24 | · | 1.6
C[C@H](CO)N1C[C@H](C)[C@H](CN(C)Cc2ccc(C(F)(F)F)cc2)Oc2c(NS(=O)(=O)c3ccc(Cl)cc3)cccc2C1=O | -18 | 11 | 16 | -0.6
COCC(=O)N(C)C[C@H]1Oc2cc(C#CCC3CCCC3)ccc2S(=O)(=O)N([C@H](C)CO)C[C@H]1C | -21 | · | 2 | -1.3
C[C@@H]1CCCCO[C@H](CN(C)C(=O)CCCN(C)C)[C@@H](C)CN([C@H](C)CO)C(=O)c2cc(NC(=O)Cc3ccccc3)ccc2O1 | 24 | 72 | -3 | 1.2
CCS(=O)(=O)Nc1ccc2c(c1)C(=O)N(C)C[C@@H](OC)[C@H](C)CN(C(C)=O)[C@@H](C)CO2 | 19 | 25 | -9 | 1.0
C[C@@H]1CN([C@@H](C)CO)C(=O)c2cc(C#CC3(O)CCCC3)cnc2O[C@@H]1CN(C)C(=O)CN(C)C | 6 | -15 | -3 | 2.2
CO[C@H]1CN(C)C(=O)c2cc(NC(=O)NC(C)C)ccc2OC[C@@H](C)N(CC2CC2)C[C@@H]1C | -39 | -2 | -1 | 0.5
COc1ccc(C#Cc2ccc3c(c2)[C@@H]2[C@@H](CCN2C(=O)c2ccncc2)[C@@H](CO)N3)cc1 | -68 | 122* | -18 | 1.4
C[C@H](CO)N1C[C@H](C)[C@H](CN(C)S(=O)(=O)c2ccc(Cl)cc2)Oc2ccc(NS(=O)(=O)c3ccc(Cl)cc3)cc2CC1=O | -62 | 51 | 18 | -2.7
O=C(CCN1CCCCC1)N[C@H]1CC[C@@H](CCNC(=O)c2cc(Cl)cc(Cl)c2)O[C@@H]1CO | -65 | -8 | · | -0.7
C[C@@H]1CN([C@H](C)CO)C(=O)c2cc(NC(=O)CCC(F)(F)F)ccc2O[C@@H](C)CCCCO[C@@H]1CN(C)S(C)(=O)=O | 8 | 63 | -1 | -0.9
O=C(CC1CC1)N1CC(=O)N2[C@H](CO)[C@@H](c3ccc(C#Cc4ccccc4)cc3)[C@@H]2C1 | -50 | · | 13 | 0.1
C[C@@H]1CN([C@@H](C)CO)C(=O)c2cccc(NS(C)(=O)=O)c2O[C@@H]1CN(C)C(=O)Nc1ccccc1 | -6 | -49 | 2 | -0.8
CS(=O)(=O)N1C[C@H](O)COC[C@@H]2O[C@@H](CC(=O)NCCc3ccncc3)CC[C@H]21 | -35 | -5 | -3&-10 | 3.4
CN1C(=O)c2cc(NC(=O)Cc3cccs3)ccc2OC[C@H]2O[C@H](CC(=O)NCC3CC3)CC[C@@H]21 | 6 | -15 | 3 | 0.5
C/C=C/c1ccc([C@@H]2[C@@H](CO)N3CCCCN(S(=O)(=O)c4cccc(C)c4)C[C@@H]23)cc1 | -37 | 108* | 2 | 0.1
COCC(=O)Nc1ccc2c(c1)OC[C@@H](C)N(Cc1ccccc1)C[C@H](C)[C@@H](OC)CN(C)C2=O | -16 | 16 | -1 | -0.2
O=C(C[C@H]1C[C@@H]2c3cc(NC(=O)Nc4ccccc4)ccc3O[C@@H]2[C@H](CO)O1)NCC1CC1 | -21 | 39 | 0 | -0.3
C[C@@H]1CN([C@@H](C)CO)C(=O)c2cc(/C=C/c3ccccc3)cnc2O[C@H]1CN(C)C(=O)C1CCCCC1 | -75 | 80 | -19 | -2.0
C[C@@H]1CN([C@@H](C)CO)C(=O)c2cc(NC(=O)Nc3ccc(C(F)(F)F)cc3)ccc2O[C@H]1CN(C)Cc1ccncc1 | 14 | · | -14 | -0.7
C[C@@H]1CN([C@H](C)CO)C(=O)c2cc(NC(=O)Nc3ccc(C(F)(F)F)cc3)ccc2O[C@@H](C)CCCCO[C@@H]1CN(C)C(=O)CCCN(C)C | 24 | 2 | 15 | 2.6
O=C(C1CCOCC1)N1C[C@H]2[C@@H](c3ccccc31)[C@H](CO)N2C(=O)Cc1ccccc1 | -4 | 52 | 8 | 29*
COc1cccc(C#Cc2ccc([C@H]3[C@@H](CO)N4C(=O)CN(C(=O)Cc5cccnc5)C[C@H]34)cc2)c1 | -63 | · | 4 | -0.3
O=C(C[C@@H]1C[C@@H]2c3cc(NC(=O)c4ccc5c(c4)OCO5)ccc3O[C@@H]2[C@H](CO)O1)NCc1ccc(Cl)cc1 | -10 | 9 | 3 | -0.7
COc1ccc(NC(=O)N(C)C[C@@H]2Oc3c(NC(=O)Nc4cccc5ccccc45)cccc3C(=O)N([C@H](C)CO)C[C@@H]2C)cc1 | -35 | 84 | 11 | 12
CCCC(=O)Nc1ccc2c(c1)OC[C@@H](C)N(C(=O)CC1CC1)C[C@H](C)[C@H](OC)CN(C)C2=O | -18 | -4 | · | -0.2
C[C@H]1CN([C@@H](C)CO)C(=O)c2cc(NS(=O)(=O)c3ccc(Cl)cc3)ccc2O[C@@H]1CN(C)S(=O)(=O)c1cn(C)cn1 | -11 | 82 | -4 | -0.7
C[C@H]1CN([C@@H](C)CO)C(=O)c2cc(C#Cc3ccccn3)cnc2O[C@@H]1CN(C)Cc1ccncc1 | -9 | 65 | -1 | 4.5
Cc1noc(C)c1NC(=O)N(C)C[C@@H]1Oc2ccc(NS(=O)(=O)c3ccccc3)cc2CC(=O)N([C@H](C)CO)C[C@H]1C | 42 | 9 | -6 | 0.3
COc1ccc(NC(=O)Nc2ccc3c(c2)C(=O)N([C@@H](C)CO)C[C@@H](C)[C@H](CN(C)C(=O)Nc2ccccc2)O3)cc1 | 22 | -22 | 6 | 0.6
C[C@@H]1CN([C@H](C)CO)C(=O)Cc2cc(NS(C)(=O)=O)ccc2O[C@@H]1CN(C)Cc1ccc(C(=O)Nc2ccccc2N)cc1 | -22 | 54 | 0 | 1.4
C[C@H]1CN([C@@H](C)CO)C(=O)c2cccc(NC(=O)Nc3ccc(C(F)(F)F)cc3)c2O[C@@H]1CN(C)Cc1ccncc1 | 9 | · | 6 | 1.0

Some values from above.
CS(=O)(=O)N1C[C@H](O)COC[C@@H]2O[C@@H](CC(=O)NCCc3ccncc3)CC[C@H]21 in Tcruzi prolif → -5
C[C@@H]1CN([C@@H](C)CO)C(=O)c2cc(NC(=O)Nc3ccc(C(F)(F)F)cc3)ccc2O[C@H]1CN(C)Cc1ccncc1 in C diff HTS → -14
O=C(CC1CC1)N1CC(=O)N2[C@H](CO)[C@@H](c3ccc(C#Cc4ccccc4)cc3)[C@@H]2C1 in Pf Dd2 growth → -50

Continuation:
Structure | Pf Dd2 growth | Tcruzi prolif | C diff HTS | GASC1 inh
COc1ccccc1CNC(=O)C[C@@H]1CC[C@H]2[C@H](COc3ccc(NC(C)=O)cc3C(=O)N2C)O1 | 9 | 30 | -6 | -1.5
COc1cccc(CN2CC3(CCN(Cc4ccccn4)CC3)c3c([nH]c4cc(OC)ccc34)[C@@H]2CO)c1 | -89* | · | 10 | 1.7
O=C(NCC[C@H]1CC[C@H](NS(=O)(=O)Cc2ccccc2)[C@H](CO)O1)C1CCOCC1 | 8 | -31 | 0 | 1.2
CO[C@H](CN(C)Cc1nccs1)[C@@H](C)CN([C@@H](C)CO)S(=O)(=O)c1ccc(C)cc1 | 15 | 19 | · | -0.1
O=C(C[C@H]1C[C@H]2c3cc(NC(=O)C4CCOCC4)ccc3O[C@H]2[C@H](CO)O1)NC1CCCCC1 | 6 | 19 | -6 | 0.9
C[C@@H]1CN([C@@H](C)CO)C(=O)Cc2cc(NC(=O)CCN3CCOCC3)ccc2O[C@H]1CN(C)CC1CC1 | -1 | -5 | 1 | 1.5
C[C@H]1CN([C@@H](C)CO)C(=O)c2cc(NC(=O)Nc3ccc(F)cc3)ccc2O[C@H]1CN(C)C(=O)Nc1ccc2c(c1)OCO2 | -10 | -4 | 22 | 4.1

With a hit mark in GASC1 inh (from the list above):
Compound,GASC1 inh
O=C(C1CCOCC1)N1C[C@H]2[C@@H](c3ccccc31)[C@H](CO)N2C(=O)Cc1ccccc1,29*

Rewritten with values under each structure: 2 of the compounds above
The line under a structure holds: Pf Dd2 growth	Tcruzi prolif	C diff HTS	GASC1 inh
COc1cccc(CN2CC3(CCN(Cc4ccccn4)CC3)c3c([nH]c4cc(OC)ccc34)[C@@H]2CO)c1
  -89*	·	10	1.7
C[C@H]1CN([C@@H](C)CO)C(=O)c2cc(NC(=O)Nc3ccc(F)cc3)ccc2O[C@H]1CN(C)C(=O)Nc1ccc2c(c1)OCO2
  -10	-4	22	4.1

Screening data (PubChem)
